Pf gametocyte – P. falciparum stage V gametocyte viability inhibition; P. falciparum stage V gametocytes, ATP luminescence, 24 h; inhibition, % at 10.9 µM; 0.065% of 150,000 active; AID 743093;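 active = inhibition above the mean plus 3 SD of compounds within the control limits, set per campaign, cut at about 38% in these data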;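 also: 0% = DMSO wells and 100% = medium only without gametocytes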
Numbers without * were called inactive. Not all compounds are listed; count on the stated rates, not on these rows.

| SMILES | Pf gametocyte |
| --- | --- |
| COc1ccc(C2/C(=C(/O)c3ccc(F)cc3)C(=O)C(=O)N2CCCN(C)C)cc1 (stereo unspecified) | -6.2 |
| CN(c1ccccc1)S(=O)(=O)c1cccc(C(=O)NCCc2c[nH]c3ccccc23)c1 | -43.4 |
| Cc1cc(C)c2c(N)c(C(=O)Nc3ccc(C)c(C)c3)sc2n1 | -10.2 |
| COc1ccc(OC[C@@H](O)CNC(=O)c2cccc3c2C(=O)c2ccc(Cl)cc2S3(=O)=O)cc1 | 1.8 |
| COc1c(C=O)cc2c3c1CCCN3CCC2 | -2.9 |
| O=C(c1c(F)c(F)c(F)c(F)c1F)N1CCc2ccccc21 | 3.9 |
| CCOC(=O)C1=CC[C@H]2c3c(c4ccccc4n3C)C[C@H]1N2C | -27.4 |
| COc1ccc(C(=O)c2c3ccc(OC)cc3[n+]([O-])n2Cc2ccc(C(N)=O)cc2)cc1 | 11.1 |
| COc1cc2cnc(-c3ccccc3)c(-c3ccc(C(F)(F)F)cc3)c2cc1OC | -14.2 |
| C[C@@]12C(=O)N(c3ccc(Cl)cc3)C(=O)N1[C@@H]1c3ccccc3OC[C@@H]1[C@H]2c1ccccc1 | 0.8 |
| O=C(/C=C/c1ccco1)NC(=S)Nc1ccccc1 | -5.4 |
| CCCCNC(=O)O[C@@H]1C[C@H]2CCCC(=O)N3CC[C@@H](C1)[C@@H]23 | 9.2 |
| Cn1c(N2CCN(C(c3ccccc3)c3ccccc3)CC2)nc2ccccc21 | -4.9 |
| CCOC(=O)[C@@H]1[C@H]2COc3cc(OC)ccc3[C@H]2N2C(=O)N(c3ccc(C)cc3)C(=O)[C@@]12C | -1.4 |
| COc1ccc2[nH]c3c(c2c1)CCNC3=O | -4.5 |
| Cn1c(-c2ncc(F)cc2F)cc2onc(-c3c(F)cccc3Cl)c2c1=O | 21.1 |
| CNC(=O)C(C)N1c2cccc3cccc(c23)S1(=O)=O (stereo unspecified) | -5.6 |
| CCOC(=O)C1(CCOc2ccccc2)CCN(Cc2ccc(C(=O)OC)cc2)CC1 | -21.6 |
| Cc1ccc2c(c1)[C@H]1[C@H](CO2)[C@H](c2ccccc2)[C@]2(C)C(=O)N(Cc3ccc(F)cc3)CC(=O)N12 | -11.6 |
| CC(=O)c1csc(-c2cccc(-c3nc4ccc(Cl)cn4c3NC3CCCCC3)c2)c1 | -1.4 |
| CCC(=O)NC(=S)Nc1ccccc1C(F)(F)F | -21.9 |
| CC1CCN(C(=O)CN(Cc2ccc(Cl)cc2)S(C)(=O)=O)CC1 | 9.5 |
| O=S(=O)(c1ccc2c(c1)OCCO2)N1CCN(S(=O)(=O)c2c(F)cc(F)cc2F)CC1 | 0.3 |
| O=C(NC(=S)Nc1cccc(O)c1)c1cncc(Br)c1 | 8.6 |
| COc1cccc(/C=N/NC(=O)C(=O)N2CCCC2)c1 | -2.7 |
| CCCc1cc(-c2ccc3c(c2)COc2c4ccccc4nn2-3)on1 | -34.8 |
| CCCn1c(=O)c(C(=O)NCCc2ccccc2)c(O)c2ccccc21 | -10.1 |
| Cc1ccc(-c2nnc(Nc3ccc(O)cc3)c3ccccc23)cc1S(=O)(=O)NCCO | 12.8 |
| O=C(CN1CCN(Cc2ccc(F)cc2)CC1)NCc1ccccc1 | 9.1 |
| Cc1ccc(NC(=O)C(C)N2C(=O)c3ccccc3C2=O)c(C)c1 (stereo unspecified) | 10.9 |

The final two entries of the part above are carried over, then new ones follow:
| SMILES | Pf gametocyte |
| --- | --- |
| O=C(CN1CCN(Cc2ccc(F)cc2)CC1)NCc1ccccc1 | 9.1 |
| Cc1ccc(NC(=O)C(C)N2C(=O)c3ccccc3C2=O)c(C)c1 (stereo unspecified) | 10.9 |
| CCOc1ccc(C(=O)Nc2ccc(N3CCN(C)CC3)cc2)cc1 | -2.0 |
| O=C1NC[C@H](c2ccccc2)OC(=O)[C@H](Cc2ccc(F)cc2)C/C=C\C[C@H]1CC(=O)N(CCO)Cc1ccccc1 | -5.4 |
| CCNCC(=O)N1c2ccccc2CCc2ccc(NC(=O)OC(C)C)cc21 | 9.5 |
| CCCCNC(=O)[C@H]1C[C@H]1[C@@H](O)[C@H](CO)NC(=O)[C@H](Cc1ccccc1)NC(=O)OC(C)(C)C | 16.5 |
| Cn1c(=N)n(CC(=O)c2ccc(Br)cc2)c2ccccc21 | -5.3 |
| Cc1ccc(C(=O)N2CCN(Cc3ccc4c(c3)OCO4)CC2)c(Cl)c1 | 6.6 |
| C/C=C1\COC(C(=O)NCc2cccc(OC)c2OC)(C(F)(F)F)C=C1C=C1CCCCC1 (stereo unspecified) | -7.4 |
| Cc1ccc(C(c2cc(Br)ccc2O)N2CCSCC2)cc1 (stereo unspecified) | 6.3 |
| O=C1c2ccccc2C(=O)c2c1cccc2N1CCN(C/C=C/c2ccccc2)CC1 | 9.8 |
| COc1ccc(CC(=O)Oc2ccccc2[N+](=O)[O-])cc1 | -8.0 |
| CCCNC(=O)c1nn2c(C(F)(F)F)cc(-c3ccccc3)nc2c1Br | -10.8 |
| Cc1cccc(NC(=O)c2cnn(-c3ccccc3)c2C)c1C | 17.1 |
| CCOc1ccc(N(CC(=O)NCCSCc2ccccc2)S(C)(=O)=O)cc1 | -15.7 |
| Nc1ccc(Oc2ccccc2-c2ccccc2)cc1 | -16.6 |
| COc1cc(CN2CCC(CCC(=O)NC3CC3)CC2)cc(Cl)c1OC | -5.2 |
| CN(C)CCN1C(=O)C(=O)/C(=C(/O)c2ccc(S(=O)(=O)N3CCOCC3)cc2)C1c1ccccc1 (stereo unspecified) | 17.0 |
| CS(=O)(=O)N(CC(=O)N1CCC(C(N)=O)CC1)Cc1ccc(Cl)c(Cl)c1 | -13.7 |
| CCCCn1c(SCC(=O)Nc2sc3c(c2C(N)=O)CCC3)nnc1-c1ccccc1 | 13.8 |
| Cc1ccccc1NC(=O)c1cccc(S(=O)(=O)Nc2cccc(C(=O)O)c2)c1 | -14.9 |
| COc1cc(OC)c(S(=O)(=O)Nc2ccccc2C(=O)O)cc1S(=O)(=O)Nc1ccccc1C(=O)O | -5.2 |
| COc1ccc(NC(=O)c2ccccc2)cc1 | -5.7 |
| COC(C(=O)N/N=C(\C)c1ccc(C(C)(C)C)cc1)c1ccccc1 (stereo unspecified) | 10.7 |
| CC1(C)CC(=O)C=C(Nc2cccc(C(F)(F)F)c2)C1 | -7.2 |
| COc1ccc([C@@H]2[C@@H]3C(=O)N(C(C)(C)C)C(=O)[C@@H]3[C@]3(C)C(=O)N(c4cccc(C)c4)C(=O)N23)cc1 | 1.1 |
| CCn1c(=O)c2sccc2n(Cc2ccc(C)cc2)c1=O | -3.6 |
| CC(C)(C)[C@H]1COC(=O)CC/C=C\C[C@@H](CC(=O)N[C@H](CO)Cc2ccccc2)C(=O)N1 | 7.3 |
| c1ccc(COCCCn2cc(-c3ccccc3)nn2)cc1 | -6.4 |
| CC(C)(C)c1ccc(S(=O)(=O)NNC(=O)c2cc3ccccc3[nH]2)cc1 | -23.7 |
| Cc1ccc2oc(C(=O)N(C)CCC(O)c3ccccc3)c(C)c2c1 (stereo unspecified) | -9.6 |
| COc1ccc(C)cc1Nc1n[n+](C)c(-c2c3ccccc3cc3ccccc23)s1 | -26.1 |

A draw from above in order of SMILES length, smallest number first:
| SMILES | Pf gametocyte |
| --- | --- |
| COc1ccc(C)cc1Nc1n[n+](C)c(-c2c3ccccc3cc3ccccc23)s1 | -26.1 |
| C/C=C1\COC(C(=O)NCc2cccc(OC)c2OC)(C(F)(F)F)C=C1C=C1CCCCC1 (stereo unspecified) | -7.4 |
| O=S(=O)(c1ccc2c(c1)OCCO2)N1CCN(S(=O)(=O)c2c(F)cc(F)cc2F)CC1 | 0.3 |

Next part
| SMILES | Pf gametocyte |
| --- | --- |
| COc1ccc(C2CC(c3ccc(F)cc3)=NN2c2ccccc2)cc1OC (stereo unspecified) | -23.3 |
| Cc1ccc(NC(=O)C(C)N2C(=O)c3ccccc3C2=O)cc1C (stereo unspecified) | 0.6 |
| CCCCCCCCN1[C@@H](CC(=O)OCC)c2cc(F)ccc2S1(=O)=O | -3.0 |
| CCOc1ccc(N(CC(=O)Nc2ccccc2Cl)S(C)(=O)=O)cc1 | -18.6 |
| COc1ccc([C@H]2CC(=O)C=C(c3ccc4ccn(C)c4c3)C2)cc1 | 16.0 |
| CCCN1CCC(NC(=O)Cc2ccc(C)cc2)CC1 | -17.4 |
| Cc1ccc(S(=O)(=O)N2CCN3CCCC3C2)cc1 (stereo unspecified) | 14.3 |
| C[C@H](CO)N1C[C@H](C)[C@@H](CN(C)S(=O)(=O)c2ccc(Cl)cc2)Oc2ccc(NS(=O)(=O)c3ccccc3)cc2CC1=O | -11.1 |
| CC(C)(C)OC(=O)NCCCCCNC(=O)c1[nH]cnc1C(=O)Nc1nccs1 | 9.9 |
| O=C(Nc1ccc(F)c([N+](=O)[O-])c1)C1CCCO1 (stereo unspecified) | -3.7 |
| Cc1cccc(NC(=O)COC(=O)CCc2ccccc2)c1C | -7.5 |
| CCCCN1C(N)=NC[C@@H]1C(C)O (stereo partly specified) | 2.6 |
| COc1ccc(S(=O)(=O)Nc2cccc3c2O[C@@H](CN(C)CC2CC2)[C@@H](C)CN([C@@H](C)CO)C3=O)cc1 | 2.9 |
| N#Cc1ccc2[nH]cc(CCO)c2c1 | -45.1 |
| CCC/C(=C1/c2ccccc2C(=O)N1c1ccccc1)c1ccc2[nH]ccc2c1 | -15.8 |
| COCCCNC(=O)CSc1nc2ccc(N3CCOCC3)cc2c(=O)n1CCc1ccccc1 | 14.3 |
| O=C(NNC(=O)C1CC=CCC1)c1ccccc1Br (stereo unspecified) | -6.3 |
| Cc1ccc([C@@H]2[C@@H]3C(=O)N(C)C(=O)[C@@H]3[C@]3(C)C(=O)N(Cc4ccccc4)CC(=O)N23)o1 | -40.5 |
| COCCN(C(=O)Nc1ccc(OC)cc1)c1nc2ccccc2s1 | -25.4 |
| CCN(CC)C(=O)COc1ccc(/C=N/NC(=O)c2cc(-c3ccccc3OC)nc3ccccc23)cc1OC | 10.9 |
| C[C@H]1CN([C@@H](C)CO)C(=O)Cc2cc(NC(=O)CCC(F)(F)F)ccc2O[C@H]1CN(C)S(C)(=O)=O | 20.3 |
| COC(C[C@@H](O)C[C@@H](O)[C@H](C)OCc1ccccc1)OC | 12.0 |
| CC(C)CC1NC(=O)c2ccccc2-n2c1nc1ccc(F)cc1c2=O (stereo unspecified) | 15.3 |
| COCCCn1c(=O)c2sccc2n(Cc2ccccc2C)c1=O | -1.3 |
| O=[N+]([O-])c1ccccc1CN1CCN(Cc2ccc3ccccc3c2)CC1 | -9.6 |
| CN(C)CC#CCC(O)(c1ccccc1)C1CCCCC1 (stereo unspecified) | -3.1 |
| COC(=O)c1c(-c2ccc(N(C)C)cc2)sc2ccc(OC)cc12 | 3.9 |
| CCC(=O)N1CCc2cc(S(=O)(=O)CCC(=O)Nc3c(C)n(C)n(-c4ccccc4)c3=O)ccc21 | -3.5 |
| Fc1ccc(OCCOCCN2CCCC2)cc1 | -3.9 |
| C=CCC[C@@H](Cc1ccc(F)cc1)C(=O)O[C@H](CNC(=O)[C@H](CC=C)CC(=O)N(CCO)Cc1ccccc1)c1ccccc1 | -12.7 |
| COc1ccc(OC)c(S(=O)(=O)N2CCN3CCCC3C2)c1 (stereo unspecified) | 1.7 |
| O=c1cc(C(O)C[N+](=O)[O-])occ1OCc1ccccc1 (stereo unspecified) | 19.1 |
| CC(C)CC(NS(=O)(=O)c1ccccc1S(=O)(=O)NC(CC(C)C)C(=O)O)C(=O)O (stereo unspecified) | 3.4 |
| Nc1c(Cl)cc(-c2csc(N3CCCC3c3nc4cc(Cl)c(Cl)cc4n3CCOCCO)n2)cc1Cl (stereo unspecified) | 9.3 |
| Cc1cc(Nc2ccccc2Cl)c2ccccc2n1 | 8.6 |
| Brc1ccc(-c2nnc(-c3cccnc3)o2)cc1 | 7.0 |
| c1ccc(CCCCN2C(Nc3ccccc3)=NC[C@@H]2Cc2ccccc2)cc1 | 21.0 |
| CC(C)CN1CCCC(N2CCN(c3cccc(Cl)c3)CC2)C1 (stereo unspecified) | 0.2 |
| Cc1ccc(S(=O)(=O)N2[C@@H](c3ccccc3)C(C(=O)O)=CC[C@H]2c2ccc(Cl)cc2)cc1 | 10.5 |
| COc1ccc(NC(=O)CN2CCN(c3ccccc3C)CC2)cc1 | -21.0 |
| O=C(NC(=S)Nn1cnnc1)c1ccccc1 | 6.1 |
| COc1ccc(OC)c(/C=N\NC(=O)c2ccc(COc3ccc(C)cc3[N+](=O)[O-])o2)c1 | 8.1 |
| COc1ccccc1CNC(=O)c1cccnc1 | 4.1 |
| COc1ccc(C(=O)N/N=C/c2c(C)nn(-c3ccccc3)c2OC)cc1 | -20.3 |
| COc1ccc(CCNc2ccc([N+](=O)[O-])cn2)cc1 | -18.8 |
| Cc1ccc(C)c(-n2sc3ccc(F)cc3c2=O)c1 | -6.8 |
| CC1(c2nnc(-c3cccc(Cl)c3)o2)CC(c2ccc(F)cc2)=NO1 (stereo unspecified) | -3.5 |
| C/C(Cl)=C/Cc1c(C)[nH]c2c(ccc3ccccc32)c1=O | -2.0 |
| O=C(Oc1ccc(C(=S)N2CCOCC2)cc1)c1cccc(Cl)c1 | 15.1 |
| CC(=O)N1C(=O)NC(c2ccccc2)=C([N+](=O)[O-])C1c1ccccc1 (stereo unspecified) | 9.6 |
| COc1cccc2sc3cc(NCC[C@@H]4CCCN4C)ccc3c(=O)c12 | -17.4 |
| O=c1onc(-c2ccccc2)n1-c1cc(Cl)cc(Cl)c1 | 18.1 |
| OCCCc1nc2ccccc2n1Cc1ccccc1 | 13.5 |
| CN(Cc1ccccc1)C(=O)c1[nH]cnc1C(=O)Nc1nccs1 | 8.2 |
| Cc1cc(C)cc(NC(=O)CN2C(=O)c3ccccc3C2=O)c1 | 8.7 |
| CCOc1ccccc1CNC(c1ccccc1)c1ccccc1 | 0.1 |
| Cc1cccc(N2C(=O)N3[C@H](c4ccc(F)cc4)[C@@H]4C(=O)N(C5CCCCC5)C(=O)[C@@H]4[C@]3(Cc3ccccc3)C2=O)c1 | -4.3 |
| CN(CCc1ccccc1)c1ccc([N+](=O)[O-])cn1 | -21.4 |
| C=CCC[C@@H](Cc1ccc(F)cc1)C(=O)OC[C@H](Cc1c[nH]c2ccccc12)NC(=O)[C@@H](CC=C)CC(=O)N[C@H](CO)Cc1ccccc1 | -23.2 |
| COc1ccc(C2(CNC(=O)c3ccccc3)CCCC2)cc1OC | -0.2 |
| CC(CNC(=O)c1ccccc1Cl)c1ccccc1 (stereo unspecified) | -11.3 |

High-throughput results deposited in PubChem by The Scripps Research Institute Molecular Screening Center.
